Screens from PubChem BioAssay.
p97 inhibitor: inhibitors of human p97 ATPase, primary screen, biochemical. recombinant p97 ATPase, Kinase-Glo ATP luminescence, 3 h. Transitional endoplasmic reticulum ATPase (Homo sapiens), P55072. 0.42% of 220,000 active. AID 1481, 2009. inhibition, % at 8 µM; in the data active = inhibition above about 15%;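 also: 0% = DMSO vehicle and 100% = wells lacking enzyme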
RBBP9 inh: human RBBP9 inhibitors, primary screen, biochemical, fluorescence polarization, FP-Rh probe, HTS; Serine hydrolase RBBP9 (Homo sapiens), O75884; AID 1515, 2009; inhibition, % at 7.94 µM; 0.2% of 220,000 active; recombinant RBBP9;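 active = inhibition above the campaign mean of all tested compounds plus 3 SD, cut at about 14% in these data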;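 also: plate controls were DMSO wells with RBBP9 for no effect and wells lacking RBBP9 protein for full effect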
Target sequence (O75884 whole entry, looked up): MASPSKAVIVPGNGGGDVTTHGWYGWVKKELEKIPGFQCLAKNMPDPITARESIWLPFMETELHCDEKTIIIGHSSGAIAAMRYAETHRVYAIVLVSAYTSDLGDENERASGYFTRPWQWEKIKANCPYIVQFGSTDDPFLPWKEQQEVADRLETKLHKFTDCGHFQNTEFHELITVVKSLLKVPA
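Test system: recombinant human RBBP9; Timing: 30 min then 45 min, 25 °C; Detection: fluorescence polarization; Control set: RBBP9 with DMSO as uninhibited control, no-protein wells as full inhibition; Compound dosing: one concentration, 7.94 µM nominal, 0.794% DMSO; Probe or stimulus: FP-Rh activity-based probe, 375 nM before mixing.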
Runt-SMMHC FRET: inhibitors of RUNX1 Runt–CBFb-SMMHC binding, primary screen, biochemical, FRET, Cerulean-Runt, Venus-CBFb-SMMHC, uHTS; Runt-related transcription factor 1 (Homo sapiens) + Core-binding factor subunit beta …; Cerulean-Runt/Venus-CBFb-SMMHC FRET ratio 530/480, 1 h; inhibition, % at 20 µM; 0.74% of 220,000 active; AID 1434, 2008;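 active = mean inhibition across duplicate retests at 20 µM reaching about 50%, limit read from the data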;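 also: 0% = DMSO wells and 100% = wells with excess untagged CBFb-SMMHC; inhibitors lower the FRET ratio by blocking Runt binding to CBFb-SMMHC; some results filed as inactive read as strong as hits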
NPY-Y1 antag: NPY-Y1 receptor antagonists, primary screen, cell-based; Neuropeptide Y receptor type 1 (Homo sapiens), P25929; inhibition, % at 3.6 µM; 1% of 200,000 active; HEK293-CNG Y1 cells, membrane potential fluorescence; NPY at EC95, then isoproterenol;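 active = inhibition above the campaign mean inhibition of all tested compounds plus 3 SD, cut at about 20% in these data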;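 also: 0% = DMSO wells given NPY plus isoproterenol and 100% = isoproterenol alone without NPY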
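Benchmarks – high control isoproterenol alone, low control NPY with isoproterenol · Material – HEK293 Y1/CNG channel cell line · Times – dye 3 h, compound 60 min room temperature, stimulation 45 min · Probe or stimulus – NPY (25 nM), isoproterenol (1 µM), Ro 20-1724 (25 µM) · Evaluation – % inhibition of NPY effect · Signal – fluorescence, membrane potential probe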
Runt-CBFb FRET: inhibitors of RUNX1 Runt–CBFb binding, primary screen, biochemical, FRET, Cerulean-Runt, Venus-CBFb, uHTS. Cerulean-Runt/Venus-CBFb FRET ratio 530/480, 1 h. inhibition, % at 20 µM. 0.46% of 220,000 active. AID 1496, 2009;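 active = inhibition over about 50% at 20 µM in the single-dose screen, limit read from the data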;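 also: 0% = DMSO wells and 100% = excess unlabeled CBFb competitor control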
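Doses: 20 µM compound in 1% DMSO | Material: Cerulean-labeled Runt domain protein | Amount: Each fluorescent fusion protein 100 nM | Schedule: Two 1 h room-temperature incubations shielded from light | Measured by: FRET fluorescence | Evaluation: Loss of energy transfer signal | Controls: Unlabeled CBFb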
Hck-Nef inh: inhibitors of Nef-activated human Hck kinase, primary screen, biochemical, Z-Lyte FRET, 384-well, Hck-YEEI; Tyrosine-protein kinase HCK (Homo sapiens), P08631; Recombinant Hck-YEEI plus Nef, Z-Lyte FRET kinase assay; inhibition, % at 20 µM; 0.68% of 220,000 active;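 active = Hck-Nef kinase inhibition above about 50%, limit read from the data; inactive = inhibition below that limit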;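 also: 0% = DMSO with Hck plus Nef and 100% = Hck alone without Nef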
Target sequence (P08631 whole entry, looked up): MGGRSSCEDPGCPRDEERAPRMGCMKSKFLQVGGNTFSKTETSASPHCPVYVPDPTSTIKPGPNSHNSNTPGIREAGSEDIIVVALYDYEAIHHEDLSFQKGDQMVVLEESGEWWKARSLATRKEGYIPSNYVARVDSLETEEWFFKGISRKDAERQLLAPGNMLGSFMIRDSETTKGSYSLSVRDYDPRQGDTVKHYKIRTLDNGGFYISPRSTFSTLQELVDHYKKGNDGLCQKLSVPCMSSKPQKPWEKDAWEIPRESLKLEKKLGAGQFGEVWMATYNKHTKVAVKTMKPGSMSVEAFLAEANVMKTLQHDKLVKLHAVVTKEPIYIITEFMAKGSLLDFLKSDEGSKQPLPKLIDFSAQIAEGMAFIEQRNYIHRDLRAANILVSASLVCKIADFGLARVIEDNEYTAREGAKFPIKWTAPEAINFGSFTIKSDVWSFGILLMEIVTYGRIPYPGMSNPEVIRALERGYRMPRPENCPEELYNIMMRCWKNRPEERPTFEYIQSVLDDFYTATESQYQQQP
NPY2 pot ag: NPY-Y2 potentiators or agonists, primary screen, cell-based. Neuropeptide Y receptor type 2 (Homo sapiens), P49146. cells expressing NPY-Y2, potentiator/agonist read-out. activation, % at 3.6 µM. 0.45% of 220,000 active; in the data active = activation above about 27%;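 also: cells stimulated with NPY near EC25 plus isoproterenol at EC100; 0% = vehicle plus submaximal agonist and 100% = vehicle plus saturating agonist; some results beyond the cut were filed as inactive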
Mdm2 ligase inh: MDM2-luciferase reporter signal enhancers, primary screen, MDM2 E3 ligase inhibitor project, cell-based, luminescence, 1536-well; AID 1230, 2008; 0.11% of 210,000 active; cell-based MDM2 ubiquitination luciferase reporter, 2 h; 0 = plate control, 100 = twice control, blank-subtracted; signal enhancement, % at 5 µM;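 active = signal enhancement of 30% or more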;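 also: luminescence tracks abundance of the self-degrading MDM2-luciferase fusion protein; higher signal means inhibition of MDM2 E3 ligase activity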
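Timing – 2 h compound exposure at 37 °C · Assay system – mammalian cells stably expressing self-ubiquitinating, self-degrading MDM2 E3–luciferase fusion · Amount – 2000 cells seeded into each well · Measure – % luminescence enhancement versus blank-corrected plate control mean · Measured by – SteadyLite luminescence, 15 min reagent step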
NPY-Y1 PAM-ag: NPY-Y1 receptor potentiators or agonists, primary screen, cell-based | 0.37% of 220,000 active | Neuropeptide Y receptor type 1 (Homo sapiens), P25929 | AID 1304, 2008 | NPY-Y1 expressing cells, potentiator/agonist activation | activation, % at 3.6 µM; in the data active = activation above about 33%, passing the limit was not always enough;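 also: cells stimulated with NPY at EC10 then isoproterenol at EC100; 0% = low agonist plus stimulus and 100% = saturating agonist plus stimulus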
* marks the source's active call; other numbers are inactive results. Outcome played no part in choosing rows, and some 3.5% of all compounds hit somewhere here.

Cc1ccc(C(=O)NCC2CCCO2)cc1[N+](=O)[O-] (centres undefined) was read as p97 inhibitor 0, RBBP9 inh 1, Runt-SMMHC FRET 3, NPY-Y1 antag 2, Runt-CBFb FRET -2, Hck-Nef inh 3, NPY2 pot ag -2, Mdm2 ligase inh 5 and NPY-Y1 PAM-ag -22.
CCc1cc(C(=O)Cc2cnn(-c3ccccc3)c2)c(O)cc1O was read as p97 inhibitor 0, RBBP9 inh -5, Runt-SMMHC FRET -4, NPY-Y1 antag -2, Runt-CBFb FRET -1, Hck-Nef inh 1, NPY2 pot ag 0, Mdm2 ligase inh 18 and NPY-Y1 PAM-ag -34.
For Cc1ccc(CN2CCN(Cc3ccccc3-c3ccco3)CC2CCO)o1 (centres undefined) the results were p97 inhibitor -5, RBBP9 inh -4, Runt-SMMHC FRET -1, NPY-Y1 antag 3, Runt-CBFb FRET 2, Hck-Nef inh 12, NPY2 pot ag -11, Mdm2 ligase inh -86 and NPY-Y1 PAM-ag 4.
`CCN1CCN(C(=O)CN(CC)S(=O)(=O)c2ccc(Cl)cc2)CC1` gave p97 inhibitor -1, RBBP9 inh -8, Runt-SMMHC FRET -2, NPY-Y1 antag 2, Runt-CBFb FRET -1, Hck-Nef inh 4, NPY2 pot ag -8, Mdm2 ligase inh -12 and NPY-Y1 PAM-ag -3.
CCC(=O)Nc1sc(Cc2ccccc2)c(C)c1C(N)=O was read as p97 inhibitor 4, RBBP9 inh -8, Runt-SMMHC FRET -30, NPY-Y1 antag 1, Runt-CBFb FRET 7, Hck-Nef inh 30, NPY2 pot ag -5, Mdm2 ligase inh -3 and NPY-Y1 PAM-ag 0.
`NCC/C=C1/c2ccccc2CSc2ccccc21` gave p97 inhibitor -6, RBBP9 inh -1, Runt-SMMHC FRET -1, NPY-Y1 antag 2, Runt-CBFb FRET -1, Hck-Nef inh 4, NPY2 pot ag -6, Mdm2 ligase inh 7 and NPY-Y1 PAM-ag -16.
`O=[N+]([O-])c1cc(Cl)cc(/C=N/Nc2nc3ccccc3s2)c1O` gave p97 inhibitor 6, RBBP9 inh 1, Runt-SMMHC FRET -9, NPY-Y1 antag -2, Runt-CBFb FRET -11, Hck-Nef inh 19, NPY2 pot ag 28*, Mdm2 ligase inh 7 and NPY-Y1 PAM-ag 24.
Screening CCn1c(CNC(=O)COc2ccc(C(C)C)cc2)nnc1SCC(=O)Nc1ccccc1 returned p97 inhibitor -7, RBBP9 inh -4, Runt-SMMHC FRET -5, NPY-Y1 antag -2, Runt-CBFb FRET -5, Hck-Nef inh 2, NPY2 pot ag -5, Mdm2 ligase inh 1 and NPY-Y1 PAM-ag -18.
Screening CCOC(=O)N1CCC(NC(=O)c2cccc3c2C(=O)N(c2ccc(OC)cc2)C3)CC1 returned p97 inhibitor 0, RBBP9 inh -11, Runt-SMMHC FRET 0, NPY-Y1 antag 4, Runt-CBFb FRET 0, Hck-Nef inh 5, NPY2 pot ag 1, Mdm2 ligase inh -4 and NPY-Y1 PAM-ag 6.
Screening CC1CCCN(c2ccc(N)cc2C(N)=O)C1 (centres undefined) returned p97 inhibitor 4, RBBP9 inh 5, Runt-SMMHC FRET -4, NPY-Y1 antag -3, Runt-CBFb FRET 8, Hck-Nef inh 16, NPY2 pot ag -9, Mdm2 ligase inh -10 and NPY-Y1 PAM-ag 28.
CCOc1ccc(CCNC(=O)c2[nH]c(C)c(C(C)=O)c2C)cc1OCC was read as p97 inhibitor 3, RBBP9 inh -5, Runt-SMMHC FRET -4, NPY-Y1 antag -1, Runt-CBFb FRET -1, Hck-Nef inh 22, NPY2 pot ag -2, Mdm2 ligase inh 6 and NPY-Y1 PAM-ag 13.
For CCSc1cc(N2CCCC2)nc(-c2ccccc2)n1 the results were p97 inhibitor 4, RBBP9 inh 2, Runt-SMMHC FRET -1, NPY-Y1 antag 4, Runt-CBFb FRET -2, Hck-Nef inh -21, NPY2 pot ag -3, Mdm2 ligase inh -19 and NPY-Y1 PAM-ag -9.

Compounds listed so far containing four or more nitrogen atoms:
`O=[N+]([O-])c1cc(Cl)cc(/C=N/Nc2nc3ccccc3s2)c1O` gave p97 inhibitor 6, RBBP9 inh 1, Runt-SMMHC FRET -9, NPY-Y1 antag -2, Runt-CBFb FRET -11, Hck-Nef inh 19, NPY2 pot ag 28*, Mdm2 ligase inh 7 and NPY-Y1 PAM-ag 24.
Screening CCn1c(CNC(=O)COc2ccc(C(C)C)cc2)nnc1SCC(=O)Nc1ccccc1 returned p97 inhibitor -7, RBBP9 inh -4, Runt-SMMHC FRET -5, NPY-Y1 antag -2, Runt-CBFb FRET -5, Hck-Nef inh 2, NPY2 pot ag -5, Mdm2 ligase inh 1 and NPY-Y1 PAM-ag -18.

Additional compounds:
For O=C(C(c1ccccc1)c1ccccc1)N1CCN(Cc2ccncc2)CC1 the results were p97 inhibitor 5, RBBP9 inh 1, Runt-SMMHC FRET 0, NPY-Y1 antag 4, Runt-CBFb FRET -1, Hck-Nef inh 0, NPY2 pot ag 1, Mdm2 ligase inh -14 and NPY-Y1 PAM-ag 15.
For c1ccc(-c2ccc3nnnn3n2)cc1 the results were p97 inhibitor -1, RBBP9 inh -5, Runt-SMMHC FRET -1, Runt-CBFb FRET 1, Hck-Nef inh 9, NPY2 pot ag -8, Mdm2 ligase inh -17 and NPY-Y1 PAM-ag -14.
Screening Cc1cc(C(=O)Nc2ccon2)cs1 returned p97 inhibitor 0, RBBP9 inh -1, Runt-SMMHC FRET -1, NPY-Y1 antag 1, Runt-CBFb FRET 0, Hck-Nef inh 1, NPY2 pot ag 13, Mdm2 ligase inh -19 and NPY-Y1 PAM-ag -16.
COc1cccc(-c2nnc(NC(=O)C(C)C)o2)c1 was read as p97 inhibitor 1, RBBP9 inh -11, Runt-SMMHC FRET 2, NPY-Y1 antag -1, Runt-CBFb FRET -1, Hck-Nef inh 1, NPY2 pot ag 3, Mdm2 ligase inh -20 and NPY-Y1 PAM-ag 4.
`CC(/C=N/NC(=O)NC1CCCCC1)=C\c1ccccc1` gave p97 inhibitor -5, RBBP9 inh 2, Runt-SMMHC FRET 1, NPY-Y1 antag 13, Runt-CBFb FRET -1, Hck-Nef inh -23, NPY2 pot ag -10, Mdm2 ligase inh -12 and NPY-Y1 PAM-ag 0.
O=C1CCCc2c1cc(C(=O)NCc1ccco1)c(=O)n2-c1ccccc1 was read as p97 inhibitor 3, RBBP9 inh 3, Runt-SMMHC FRET 0, NPY-Y1 antag -6, Runt-CBFb FRET -1, Hck-Nef inh 2, NPY2 pot ag -5, Mdm2 ligase inh -2 and NPY-Y1 PAM-ag -4.
`Cc1ccc(Nc2c(-c3ccccc3)nc3cnccn23)cc1` gave p97 inhibitor 6, RBBP9 inh 3, Runt-SMMHC FRET 7, NPY-Y1 antag 16, Runt-CBFb FRET 3, Hck-Nef inh 27, NPY2 pot ag 18, Mdm2 ligase inh -24 and NPY-Y1 PAM-ag -4.
For CCN1CCN(CC(O)COc2cccc(OC)c2)CC1 (centres undefined) the results were p97 inhibitor 4, RBBP9 inh 1, Runt-SMMHC FRET 4, NPY-Y1 antag 2, Runt-CBFb FRET 0, Hck-Nef inh -2, NPY2 pot ag 0, Mdm2 ligase inh -13 and NPY-Y1 PAM-ag -20.
Screening C/C(=N\NC(=O)COc1ccccc1)c1ccc(O)cc1 returned p97 inhibitor 3, RBBP9 inh -1, Runt-SMMHC FRET -2, NPY-Y1 antag 6, Runt-CBFb FRET 4, Hck-Nef inh 19, NPY2 pot ag -2, Mdm2 ligase inh 6 and NPY-Y1 PAM-ag 0.
For CSc1nsc(SCC(=O)Nc2cccc(C(C)=O)c2)n1 the results were p97 inhibitor 1, RBBP9 inh -8, Runt-SMMHC FRET 0, NPY-Y1 antag 10, Runt-CBFb FRET 1, Hck-Nef inh 2, NPY2 pot ag 10, Mdm2 ligase inh -11 and NPY-Y1 PAM-ag -12.
For Cc1c(NC(=O)C(C)OC(=O)c2sc3ccccc3c2Cl)c(=O)n(-c2ccccc2)n1C (centres undefined) the results were p97 inhibitor 0, RBBP9 inh 2, Runt-SMMHC FRET 7, NPY-Y1 antag 3, Runt-CBFb FRET 0, Hck-Nef inh 1, NPY2 pot ag -2, Mdm2 ligase inh 1 and NPY-Y1 PAM-ag -12.
CCc1ccc(N2CC(C(=O)OCC(=O)Nc3cc(C)on3)CC2=O)cc1 (centres undefined) was read as p97 inhibitor 2, RBBP9 inh -4, Runt-SMMHC FRET 4, NPY-Y1 antag 5, Runt-CBFb FRET 1, Hck-Nef inh 0, NPY2 pot ag 3, Mdm2 ligase inh -13 and NPY-Y1 PAM-ag -2.
`CN=C1c2cc3c(Br)c(OC)ccc3n2CCN1C` gave p97 inhibitor 1, RBBP9 inh -5, Runt-SMMHC FRET -1, NPY-Y1 antag 2, Runt-CBFb FRET 1, Hck-Nef inh 2, NPY2 pot ag -2, Mdm2 ligase inh -11 and NPY-Y1 PAM-ag -41.
`O=C(O)[C@@H](O)c1ccccc1` gave p97 inhibitor 2, RBBP9 inh 1, Runt-SMMHC FRET -3, NPY-Y1 antag 3, Runt-CBFb FRET 2, NPY2 pot ag -3 and NPY-Y1 PAM-ag 0.
